# Bioassay records as filed in PubChem BioAssay.
# Arrestin-AP2 inh: inhibitors of human beta-arrestin and AP2 interaction; FITC-arrestin peptide / GST-AP2 beads, flow cytometry; AP2 beta2 appendage carries R879A mutation; inhibition, % at 10 µM; actives 0.31% (n = 340,000); AID 504490;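 active means inhibition above a set limit, near 3 SD of compounds lacking own fluorescence, cut at about 54% in these data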;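 further: plate controls were DMSO wells for no effect and 5 µM unlabelled arrestin peptide for full effect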
#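 System: GST-AP2 R879A glutathione beads. Medium: PBS with 0.05% Tween 20 and 0.1% BSA. Also added: FITC-arrestin peptide, 50 nM. Incubation: 12 min plus 1 h, RT. Measured by: high-throughput flow cytometry of beads, ex 488, em 535 nm. Evaluation: percent drop in bead-associated FITC signal.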
# phage Ecoli inh: E. coli growth loss with phage present; growth absorbance; inhibition, % at 11.9 µM; actives 0.26% (n = 360,000); in the data active means inhibition above about 11%
# Tat export inh: blocks Tat-dependent protein export in E. coli. E. coli MC4100 TorA-mCherry Tat export, fluorescence. inhibition, % at 10 µM. actives 0.036% (n = 340,000). AID 488895;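 active means mean replicate inhibition at least 50% and at least half of replicates individually reaching 50%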;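 further: exported cargo escapes ClpAP degradation while cytoplasmic cargo is degraded and loses fluorescence; 0% = median of neutral control wells and 100% = median of NaSCN control wells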
# AddAB inh: less growth of phage-infected E. coli with AddAB. inhibition, % at 11.9 µM. actives 0.29% (n = 330,000). E. coli expressing H. pylori AddAB, absorbance growth; in the data active means inhibition above about 12%;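 further: 0% = vehicle wells of infected cells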
# MOR-DOR ag: agonists of human mu-delta opioid receptor heterodimerization | P35372+P41143 | cells, OPRM1-OPRD1 heterodimerization, luminescence | activation, % at 9.3 µM | actives 0.3% (n = 340,000); in the data active means activation above about 18%;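 further: 0% = vehicle-treated cells and 100% = reference agonist; values of inactives mirror those of a sister screen read the other way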
# Target sequence (P35372 whole entry, looked up): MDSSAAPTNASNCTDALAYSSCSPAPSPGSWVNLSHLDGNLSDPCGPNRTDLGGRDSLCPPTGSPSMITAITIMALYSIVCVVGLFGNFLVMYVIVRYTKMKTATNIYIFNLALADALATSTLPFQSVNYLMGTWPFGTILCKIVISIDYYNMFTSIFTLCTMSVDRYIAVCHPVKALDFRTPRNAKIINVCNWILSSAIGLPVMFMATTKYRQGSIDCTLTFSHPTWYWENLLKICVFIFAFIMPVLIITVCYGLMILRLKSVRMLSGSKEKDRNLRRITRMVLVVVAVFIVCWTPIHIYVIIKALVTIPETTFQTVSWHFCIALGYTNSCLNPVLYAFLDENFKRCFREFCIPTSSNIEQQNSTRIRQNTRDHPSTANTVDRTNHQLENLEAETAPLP
# Target sequence (P41143 whole entry, looked up): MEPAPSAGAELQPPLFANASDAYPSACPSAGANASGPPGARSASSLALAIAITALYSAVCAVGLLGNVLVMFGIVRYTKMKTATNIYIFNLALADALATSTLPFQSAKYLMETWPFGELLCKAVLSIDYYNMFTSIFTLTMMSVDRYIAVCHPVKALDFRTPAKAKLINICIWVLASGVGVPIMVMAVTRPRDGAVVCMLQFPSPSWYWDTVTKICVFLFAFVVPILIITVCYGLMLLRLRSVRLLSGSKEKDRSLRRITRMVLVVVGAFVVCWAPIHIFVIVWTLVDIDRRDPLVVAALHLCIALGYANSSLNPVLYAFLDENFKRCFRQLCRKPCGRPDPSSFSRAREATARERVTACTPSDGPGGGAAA
# PfHsp90 set2: inhibits growth of yeast expressing Plasmodium falciparum Hsp90; S. cerevisiae expressing PfHsp90, BacTiter-Glo ATP, 48 h; yeast lacking PDR1 and PDR3 efflux regulators; inhibition, % at 9.4 µM; actives 0.32% (n = 310,000); AID 504621;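 active means every replicate shows inhibition above about 80%, whatever the replicate mean, limit read from the data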;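 further: 0% = DMSO neutral controls and 100% = 20 µM radicicol positive controls; yeast relying on Plasmodium falciparum Hsp90 in place of its own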
# MOR-DOR inv ag: mu-delta opioid heterodimer inverse agonism | actives 0.21% (n = 340,000) | inhibition, % at 9.3 µM | cell-based MOR-DOR heterodimer luminescence; in the data active means inhibition above about 22%, passing the limit was not always enough;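 further: 0% = cells with DMSO and 100% = wells without cells with DMSO; values of inactives mirror those of a sister screen read the other way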
# SUMO Mot1 rescue: inhibitors of SUMOylation pathway: yeast Mot1-301 growth rescue | growth rescue, % at 18.8 µM | actives 1% (n = 320,000) | S. cerevisiae Mot1-301 growth rescue, ATP luminescence, 38.5C; percent above DMSO median, 100 means doubled;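 active means every valid replicate shows activation above 250% relative to neutral control wells; inactive means the rest, any valid replicate at or below 250%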;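 further: OY570 slx delta 5 strain wells were the positive control but not used for scaling; some compounds called inactive have numbers as strong as hits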
# PKA-R1A act: PKA-R1A complex activation; AID 504707; P00514+P68181; activation, % at 11.4 µM; actives 0.083% (n = 340,000); PKA-R1A dissociation, Cy5-IP20 fluorescence polarization; scaled: DMSO 0%, 113 µM cGMP 100%;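 active means percent activation above the mean of all tested compounds plus 3 SD, cut at about 19% in these data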;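 further: higher means more PKAc released from R1A so a rise in polarization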
# DSG3 Ab inh: human desmoglein-3 autoantibody binding inhibition. DSG3-coupled beads, scFv-anti-DSG3-GFP binding, flow cytometry; active compounds read low. actives 0.48% (n = 310,000). P32926. AID 588358. binding (percent of control), % at 10 µM;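 active means binding more than 3 SD below its plate's average and above zero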;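 further: hits lower antibody fragment binding to DSG3; some compounds called inactive have numbers as strong as hits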
# E coli growth: bacterial growth inhibition, counter-screen for AddAB inhibitors | inhibition, % at 11.9 µM | E. coli V3065 growth, OD600 absorbance, 18 h | AID 449728 | actives 0.27% (n = 330,000);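 active means inhibition above the campaign's mean inhibition across all tested compounds plus 3 SD, cut at about 9.9% in these data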;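 further: uninfected addAB+ strain grown without phage in ampicillin broth; 0% = DMSO wells and 100% = ciprofloxacin 0.95 µg/ml wells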
# * hit, by the source's call; x = not tested or not shown. The order is random; overall some 2.8% were active at least once.
SMILES,Arrestin-AP2 inh,phage Ecoli inh,Tat export inh,AddAB inh,MOR-DOR ag,PfHsp90 set2,MOR-DOR inv ag,SUMO Mot1 rescue,PKA-R1A act,DSG3 Ab inh,E coli growth
COc1ccccc1C(C(=O)NCc1ccccc1)N(C(=O)c1csnn1)C1CC1 (centres undefined),-1,1.8,-3,2.5,-0.5,12,4,-19,-7,104,-0.8
COc1ccc(S(=O)(=O)Nc2ccc3c(c2)CC(=O)N([C@@H](C)CO)C[C@@H](C)[C@@H](CN(C)Cc2ccccc2)O3)cc1,-6,1.0,9,2.8,3.7,-10,-21,17,1,109,-0.4
Cc1ccc(C(=O)c2coc3ccc(O)cc23)cc1,16,2.9,-3,x,2.0,-24,-9,-1,13,106,x
CC1(CO)COC2(OC1)C(=O)Nc1ccccc12 (centres undefined),-13,2.1,6,x,-0.5,-23,3,x,5,97,x
COc1ccccc1C1c2ccc3ccccc3c2Oc2ncn(CCCO)c(=N)c21 (centres undefined),-2,x,3,1.9,2.5,-1,-12,-1,-3,96,-0.9
CC(=O)c1ccc(-n2nncc2C(C)(C)C)cc1,7,1.6,7,2.0,1.0,x,-6,0,-12,98,-0.2
Cc1cccc(C)c1NC(=O)COC(=O)c1cc(=O)[nH]c2ccccc12,-5,0.6,-10,0.8,-4.4,-4,18,0,-15,x,1.1
Cc1ccc(C)c(NC(=O)CN2C(=O)CC(C)S(=O)(=O)c3ccccc32)c1 (centres undefined),31,2.1,1,4.1,-1.0,-7,5,26,-4,99,-2.3
C=CCOc1c(Cl)cc(CNc2nccs2)cc1OC,8,1.9,5,-1.8,-1.5,-40,7,54,-7,104,-0.7
Cc1cc(=O)[nH]c(SCC(=O)NC(C)C2CC3CCC2C3)c1C#N (centres undefined),13,3.2,-9,1.0,-1.7,x,8,6,-7,114,-0.6
CCn1c(SCC(=O)Nc2nc(-c3ccccc3)cs2)nnc1-c1ccccc1,4,1.9,-4,3.5,-1.2,12,6,570*,1,86,2.9
Cc1ccc(/C=N/N2CCN(Cc3cccc4ccccc34)CC2)s1,19,4.0,3,2.0,0.0,0,0,34,6,102,3.3
CCCCC[C@@H](O)c1cc2ccccc2c(=O)o1,9,-0.4,2,6.3,-1.8,5,10,65,7,102,1.0
Cn1nc(C(=O)NC2CCCCC2)c2c1-c1ccccc1SC2,10,1.9,10,3.2,3.9,18,-23,0,0,100,-0.3
CC(/C=C1\SC(=S)N(CCCC(=O)Nc2ccc(C(=O)O)cc2)C1=O)=C\c1ccccc1,-11,-0.6,6,-1.9,-2.5,-12,14,6,5,121,-4.0
O=C(NC1CCN(Cc2ccccc2)CC1)c1cc(S(=O)(=O)Nc2ccc(F)cc2)ccc1Cl,-7,1.9,5,x,-0.3,1,2,x,3,131,x
Cc1ccc(C(=O)NCC(=O)N2CCN(c3cccc(Cl)c3)CC2)s1,2,2.2,3,1.9,-0.6,-7,3,37,6,x,-1.8
Cc1ccc(S(=O)(=O)N2CCCCC2)cc1C(=O)N1CCN(c2ccccn2)CC1,14,1.6,-5,1.2,-1.4,8,7,71,-1,100,1.8
CCOC(=O)Cn1nc(C)c(NC(=O)c2ccc(Br)o2)c1C,-1,-0.6,24,6.5,0.3,9,-2,5,1,103,-0.1
Cc1cc(C)c2c(n1)sc1c(N3CCN(C)CC3)ncnc12,13,0.5,-1,3.9,-2.9,7,15,-26,-9,x,0.4
COc1ccc(NC(=O)c2oc3ccccc3c2C)cn1,2,1.0,-3,4.2,1.8,-3,-9,26,3,95,3.3
COc1ccc(OCc2nnc(SCC(=O)Nc3ccc(C)cc3)o2)cc1,17,0.0,-6,3.7,3.8,-8,-28,-16,-3,x,0.4
O=C(c1cnn2c(C(F)(F)F)cc(-c3cccs3)nc12)N1CCN(Cc2ccccc2)CC1,-6,2.5,0,3.3,0.0,-5,0,x,-6,108,3.5
Oc1ccccc1-c1cc(-c2ccc(F)cc2)n[nH]1,1,4.7,3,0.7,6.8,7,-34,-12,-11,100,0.4
O=c1c(C(c2ccc(Br)cc2)c2c(O)nc3n(c2=O)CCS3)c(O)nc2n1CCS2,-7,3.6,2,7.7,-3.1,3,16,-19,-5,114,2.9
COC(=O)c1sccc1NC(=O)CC1NCCNC1=O (centres undefined),13,1.3,-5,4.3,-2.9,7,15,-6,-12,106,1.3
CCN(C[C@H]1N[C@@](Cc2ccccc2)(C(=O)OC)[C@H]2C(=O)N(Cc3ccccc3)C(=O)[C@@H]12)C(=O)c1ccccc1,6,4.5,-4,1.3,-3.2,-1,15,-1,-4,103,-1.1
CCOC(=O)[C@H]1[C@H]2COc3cc(OC)ccc3[C@@H]2N2C(=O)CN(CC3CCCO3)C(=O)[C@@]12C (some centres undefined),-2,-2.2,-7,1.8,-4.8,-1,22,-8,13,102,-1.6
CCCCCc1ccc(OCCCC[n+]2ccccc2)c(CCCCC)c1,-12,x,31,-1.9,-2.7,38,14,88,-2,107,-1.5
CCCn1cc(S(=O)(=O)c2ccc(F)cc2)c(=O)c2cc(OCC)ccc21,13,4.3,0,0.3,-0.2,-49,1,21,9,85,-0.3
COC(=O)c1ccc(CSC2=NC[C@@H]3[C@@H]4C(=O)N(C)C(=O)[C@@H]4[C@](C)(C(=O)OC)N23)cc1,-3,1.0,2,-0.6,-2.0,2,10,x,-3,103,-0.4
O=C(c1ccc([N+](=O)[O-])cc1)N1CCC(Cc2ccccc2)CC1,0,2.5,0,2.2,-0.1,-11,0,-25,-1,96,1.1
CC1CCN(C(=O)/C(=C\c2ccco2)NC(=O)c2ccccc2)CC1,-3,1.0,-1,3.8,0.1,-1,-1,1,-4,x,0.6
COCc1cc(C)nc(SCC[N+](C)(C)CC(=O)c2ccc(Br)cc2)c1C#N,1,4.3,1,3.8,-2.6,x,12,-6,-6,114,-0.3
Cc1c(Cl)cccc1NC(=S)NCCC(c1ccccc1)c1ccccc1,1,3.8,1,4.8,4.6,-5,-23,6,-1,x,6.7
O=[N+]([O-])c1cccc(S(=O)(=O)NCc2ccccn2)c1,8,1.7,1,4.1,-1.7,-5,8,78,0,120,1.7
COc1ccc(-n2nnnc2SCC(=O)N2CCN(C(=O)c3ccco3)CC2)cc1OC,8,4.4,2,-1.6,-4.4,12,23,9,-1,101,-0.5
Cc1ccc(S(=O)(=O)c2c(C)cc(C)nc2N2CCOCC2)cc1,4,0.5,-3,5.9,-2.3,-7,11,-10,-2,100,-0.3
O=C(NC1CCCCCC1)C1CCN(S(=O)(=O)c2c(Cl)cccc2Cl)CC1,3,0.9,11,2.5,-1.5,x,6,-6,2,x,-3.6
Cc1noc(NS(=O)(=O)c2ccc(NC(=O)c3cc(F)c(F)c(F)c3F)cc2)c1C,-5,0.1,4,x,1.7,x,-11,x,0,107,x

# Quoted at random: 2 entries already listed
SMILES,Arrestin-AP2 inh,phage Ecoli inh,Tat export inh,AddAB inh,MOR-DOR ag,PfHsp90 set2,MOR-DOR inv ag,SUMO Mot1 rescue,PKA-R1A act,DSG3 Ab inh,E coli growth
Cc1ccc(S(=O)(=O)c2c(C)cc(C)nc2N2CCOCC2)cc1,4,0.5,-3,5.9,-2.3,-7,11,-10,-2,100,-0.3
O=[N+]([O-])c1cccc(S(=O)(=O)NCc2ccccn2)c1,8,1.7,1,4.1,-1.7,-5,8,78,0,120,1.7

# Remaining list, next part
SMILES,Arrestin-AP2 inh,phage Ecoli inh,Tat export inh,AddAB inh,MOR-DOR ag,PfHsp90 set2,MOR-DOR inv ag,SUMO Mot1 rescue,PKA-R1A act,DSG3 Ab inh,E coli growth
O=c1oc2cc(OCc3ccc(F)cc3F)ccc2cc1-c1ccccn1,0,1.1,-11,1.1,-3.4,5,18,x,9,102,-1.6
CC(C)(C)N1CC(c2nc3ccccc3n2Cc2ccc(F)cc2)CC1=O (centres undefined),4,-1.2,5,1.9,-2.3,22,13,-4,-5,84,-2.0
Cc1cccc2nc(CSc3nnc(N)s3)cn12,-13,0.2,-2,2.7,-1.3,-23,6,-4,-7,101,-0.7
Cc1ccccc1NC(=O)Cc1nc(CN(C)CC(=O)Nc2cccc(F)c2)cs1,-4,0.1,2,-1.3,-0.5,4,2,7,-3,106,-2.1
CCN(CC)C(=O)C1CCCc2c1[nH]c1ccc(Cl)cc21 (centres undefined),18,0.3,0,2.6,1.2,-18,-6,-5,-3,98,0.5
CCc1ccccc1OCCCCN1CCCCC1,-23,1.6,-2,-1.5,-3.3,7,17,145,-8,111,0.0
O=C(CCc1nc2sc3c(c2c(=O)[nH]1)CCCC3)NCC(=O)Nc1ccccc1Br,-6,0.9,-8,0.4,-4.1,-22,17,-4,-2,x,-0.2
Cc1ccc(NC(C(=O)c2ccccc2)c2ccccc2)cc1 (centres undefined),0,1.6,-1,x,1.9,-13,-9,x,-1,96,x
Nc1[nH]c(N=NC(=O)c2ccccc2O)c2ccccc12,6,1.2,0,0.8,-1.2,17,6,4,-1,108,-0.5
CCOC(=O)C1CN(S(=O)(=O)c2ccc(OC)cc2)c2cc(S(=O)(=O)CC)ccc2O1 (centres undefined),-1,2.3,-3,-0.1,3.6,11,-22,6,9,108,-0.4
O=C(Nc1ccccc1C(F)(F)F)NC1(C(=O)N2CCOCC2)CCCCC1,-2,3.3,-7,x,-2.6,26,14,x,5,94,x
COc1ccccc1CC(=O)Nc1ccc(S(=O)(=O)N2CCCC2)cc1,21,2.1,2,3.1,-0.9,-14,6,-11,6,x,1.1
CC(=O)NCCc1nc2cc(NC(=O)COc3ccc(C)cc3)ccc2n1C,-10,2.1,7,-2.0,0.1,3,-1,-1,-8,119,-1.9
Cc1cc(C)n(-c2cc(-n3nc(C)cc3C)ncn2)n1,-16,1.9,0,-3.7,0.6,x,-3,2,-1,84,-0.7
Cc1ccc(OCCNC(=O)c2cccc(Oc3ccc(C(F)(F)F)cc3[N+](=O)[O-])c2)cc1,16,1.2,4,5.6,3.3,1,-17,-10,-1,112,3.3
CCC(=O)N1CCc2cc(Br)cc(S(=O)(=O)NCCN3CCCC3)c21,7,-0.2,-12,-1.0,-0.6,-1,3,-5,3,110,-0.1
Cc1ccc[n+](CC(=O)Nc2ccc([N+](=O)[O-])cc2)c1,31,0.7,-5,-0.2,-2.7,-3,13,3,5,108,0.0
CCOC(=O)Nc1ccc(C(=O)Oc2ccccc2)c(O)c1,-1,0.4,16,0.8,-1.9,11,9,8,-1,120,0.9
CC(C)(C)c1ccc(C(=O)Nc2cnccn2)cc1,8,3.7,-4,1.9,-1.7,-2,9,-2,-8,100,1.1
COc1ccc(S(=O)(=O)N2CCc3cc4c(cc3C2C)OCCCO4)cc1 (centres undefined),-13,0.3,2,0.5,-2.2,11,11,600*,3,112,0.7
O=C(O)C1Nc2c(C(=O)N3CCOCC3)cccc2C2C=CCC12 (centres undefined),27,x,9,1.5,0.8,x,-4,-13,-2,86,-0.5
COc1ccc(CC(=O)c2cc(OC)c(OC)cc2CC(=O)O)cc1OC,21,2.1,-8,-0.6,-4.2,-26,20,1,-12,103,1.7
